MEKK2mut PB1 HTS – MEK5 binding signal on mutant MEKK2 PB1, primary screen, biochemical, multiplex bead flow cytometry, Alexa488-MEK5; percent response, % at 10 µM; AID 1530, 2009; Alexa488-MEK5 binding to MEKK2 mutant; actives 0.35% (n = 290,000); in the data active means percent response above about 24%, passing the limit was not always enough; further: inactives centre near 1; some results filed as inactive read as strong as hits
GalR3 antag – GalR3 antagonists in HEK293 cells, primary screen, cell-based, fluorescence readout; Galanin receptor type 3 (Homo sapiens), O60755; HEK293 GalR3-CNG cAMP membrane potential fluorescence; galR3 body fused to GalR1 C-terminus; inhibition, % at 3 µM; actives 0.44% (n = 360,000); AID 651719, 2012;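 active means inhibition above the screen-wide average plus 3 SD, cut at about 13% in these data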;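 further: forskolin and galanin both at EC90 stimulate the cells; cAMP rise reported by CNG channel membrane potential dye signal; 0% = forskolin plus galanin with DMSO and 100% = forskolin alone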
Target sequence (O60755 1-299 limits assumed): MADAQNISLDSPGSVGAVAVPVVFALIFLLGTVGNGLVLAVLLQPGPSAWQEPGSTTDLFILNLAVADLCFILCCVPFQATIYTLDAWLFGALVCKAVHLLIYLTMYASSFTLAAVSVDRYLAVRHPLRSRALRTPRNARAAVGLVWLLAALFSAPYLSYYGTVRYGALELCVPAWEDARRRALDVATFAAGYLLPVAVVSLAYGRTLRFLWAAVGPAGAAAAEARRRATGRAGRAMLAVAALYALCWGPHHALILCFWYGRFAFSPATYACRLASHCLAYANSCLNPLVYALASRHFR
OXTR potentiator – human OXTR potentiators, primary screen, fluorescence, CHO-OTR cells, Fluo-8 calcium | Oxytocin receptor (Homo sapiens), P30559 | Fluo-8 calcium fluorescence, potentiator mode; 0% = oxytocin EC15, 100% = EC100 | actives 0.061% (n = 320,000) | activation, % at 3 µM;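 active means activation above that plate's cutoff, the mean activation of tested compounds plus 3 SD, cut at about 6.6% in these data, passing the limit was not always enough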;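 further: 100% uses oxytocin at 75 nM as the full agonist control; some results filed as inactive read as strong as hits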
Target sequence (P30559 whole entry, looked up): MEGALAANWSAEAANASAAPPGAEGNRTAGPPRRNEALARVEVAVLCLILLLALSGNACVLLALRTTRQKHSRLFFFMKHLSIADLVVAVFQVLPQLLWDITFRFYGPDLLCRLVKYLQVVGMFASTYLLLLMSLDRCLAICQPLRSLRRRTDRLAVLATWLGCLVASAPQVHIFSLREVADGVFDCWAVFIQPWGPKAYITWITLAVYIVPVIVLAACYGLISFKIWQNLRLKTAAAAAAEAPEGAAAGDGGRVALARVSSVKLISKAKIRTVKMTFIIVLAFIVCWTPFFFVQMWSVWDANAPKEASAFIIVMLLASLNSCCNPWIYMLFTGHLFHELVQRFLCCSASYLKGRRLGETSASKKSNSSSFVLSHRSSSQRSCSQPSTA
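Measured by – Fluo-8 calcium dye fluorescence · Test system – human OTR in CHO cells · Dosing – one concentration, 3.0 µM compound · Controls – EC15 oxytocin alone as 0%, 75 nM oxytocin as 100% · Evaluation – normalized max/min fluorescence ratio, % activation · Timing – 6 min pre-incubation, 100 s read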
V1R ag counter – agonists of human V1a receptor, primary screen, counter-screen for OXTR agonist project, fluorescence, CHO-V1R cells; Vasopressin V1a receptor (Homo sapiens), P37288; Fluo-8 calcium fluorescence, agonist mode; 0% DMSO, 100% 3 nM vasopressin; activation, % at 3 µM; actives 0.25% (n = 320,000); AID 2797, 2010;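 active means activation above the mean activation of all tested compounds plus 3 SD, per screening run, cut at about 20% in these data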;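 further: signal is peak over basal fluorescence ratio across a 100 second FLIPR read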
NALP1 inh – NALP1 inflammasome inhibitors in reconstituted yeast, colorimetric, S. cerevisiae, triplicate retest | S. cerevisiae NALP1/ASC/caspase-1 growth, X-gal OD620, 72 h | inhibition, % at 10 µM | actives 0.61% (n = 280,000) | AID 2071, 2009; in the data active means inhibition mostly above about 24%, no sharp cut-off; inactive means mostly below about 32%; further: some compounds called inactive have numbers as strong as hits
GPR7 antagonist – GPR7 receptor antagonists, primary screen, cell-based, fluorescence, single concentration; Neuropeptides B/W receptor type 1 (Homo sapiens), P48145; GPR7-expressing cells, fluorescence antagonist assay; inhibition, % at 4.4 µM; actives 1.1% (n = 290,000); AID 1861, 2009; in the data active means inhibition above about 16%, passing the limit was not always enough;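 further: cells stimulated with the agonist NPW; 0% = agonist with vehicle and 100% = vehicle without agonist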
Target sequence (P48145 whole entry, looked up): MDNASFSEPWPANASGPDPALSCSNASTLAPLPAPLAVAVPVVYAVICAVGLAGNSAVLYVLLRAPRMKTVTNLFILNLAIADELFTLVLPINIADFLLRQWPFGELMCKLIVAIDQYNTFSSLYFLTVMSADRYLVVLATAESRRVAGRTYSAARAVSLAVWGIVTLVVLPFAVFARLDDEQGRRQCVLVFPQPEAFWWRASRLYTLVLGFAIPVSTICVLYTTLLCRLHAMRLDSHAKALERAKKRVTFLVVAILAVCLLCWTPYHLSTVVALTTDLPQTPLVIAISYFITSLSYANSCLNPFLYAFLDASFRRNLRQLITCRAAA
MEKK2 WT-MEK5 – modulators of MEK5 binding to wildtype MEKK2, primary screen, biochemical, multiplex bead flow cytometry, Alexa488-MEK5 | Mitogen-activated protein kinase kinase kinase 2 (Homo sapiens), Q9Y2U5 | Alexa488-MEK5 binding to MEKK2 WT; actives lie on both sides | binding response (% of control), % at 10 µM | actives 1.1% (n = 290,000) | AID 1531, 2009; in the data active means binding response below about 67% or above about 130%
OXTR ag – human OXTR agonists, primary screen, fluorescence, CHO-OTR cells, Fluo-8 calcium; Fluo-8 calcium fluorescence; normalized: DMSO 0%, oxytocin 100%; activation, % at 3 µM; Oxytocin receptor (Homo sapiens), P30559; AID 2435, 2010; actives 0.32% (n = 320,000);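 active means activation above the mean of all tested compounds plus 3 SD, cutoff set per screening run, cut at about 20% in these data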;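 further: peak over basal fluorescence ratio from a 100 s FLIPR kinetic read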
M18AAP inhibitor – PfM18AAP inhibitors, malaria aminopeptidase, primary screen, biochemical, QFRET, recombinant enzyme; M18 aspartyl aminopeptidase (Plasmodium falciparum 3D7); H-Glu-NHMec fluorogenic cleavage; inhibition, % at 7.35 µM; actives 1.2% (n = 290,000);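 active means inhibition above the campaign mean inhibition over all tested compounds plus 3 SD, cut at about 28% in these data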;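 further: 0% = plate median of test compound wells and 100% = 2 mM ZnCl2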
Numbers without * were called inactive; / = no result given; [ ] = dose if it differs, or a comment. Compounds were not picked by outcome. Share with any hit: about 4.1%.

SMILES	MEKK2mut PB1 HTS	GalR3 antag	OXTR potentiator	V1R ag counter	NALP1 inh	GPR7 antagonist	MEKK2 WT-MEK5	OXTR ag	M18AAP inhibitor
CC(C)(C)c1nnc(NC(=O)C2CCN(c3ncccn3)CC2)s1	1	-3	-2	-0.1	-6	-11	98	0.6	-11
O=C(NC1CCCCC1)C(c1cccnc1)N(C(=O)c1csnn1)C1CCCC1 (stereo unspecified)	3	-1	-13	-0.8	-13	-14	109	-0.5	3
COc1cc(NC(=O)CCS(=O)(=O)c2ccc3c(c2)oc(=O)n3C)cc(OC)c1OC	-2	3	0	0.0	6	-12	98	-1.2	-2
COc1cc(OC)nc(Oc2cc(/C=N/O)ccc2OC)n1	0	-5	-1	-0.4	16	-12	102	-1.3	-1
COc1ccccc1NC(=O)C(NC(=O)c1ccc(C)cc1)c1ccccc1 (stereo unspecified)	-1	-9	-11	-0.2	/	-4	93	-1.4	-1
CN(C)S(=O)(=O)c1cccc(NC(=S)NC(=O)C2CCCCC2)c1	-5	-5	-7	3.7	16	32*	94	-0.2	2
Cc1ccc(/C=C2\C(=N)N3N=C(CC(=O)N4CCOCC4)SC3=NC2=O)o1	4	-1	0	0.6	-16	-10	104	0.6	4
O=C(NC1CCN(C(=O)Nc2cccc(Cl)c2)CC1)c1ccccc1	1	-8	0	1.0	23	0	105	1.2	-3
CCNc1nc(NCC)n2c(SC(C)C(=O)c3ccc(C)cc3)nnc2n1 (stereo unspecified)	20	-5	0	-0.2	12	-1	123	-0.9	-7
O=C(OCC(=O)N1CCc2ccccc21)c1nc(Cl)ccc1Cl	2	-11	2	-1.0	6	-9	104	-2.4	-2
NC(=O)c1ccsc1NC(=O)COC(=O)/C=C/c1ccc([N+](=O)[O-])cc1	6	-2	-10	6.3	16	3	105	5.9	2
CCN(C(=O)c1cn(C)c(=O)c2cc(OC)c(OC)cc12)c1cc(C)ccc1C	-9	-3	-5	0.2	-3	-10	-2.0*[inhibitor]	-1.7	-1

Record cards, as listed above. Screens in order: MEKK2mut PB1 HTS	GalR3 antag	OXTR potentiator	V1R ag counter	NALP1 inh	GPR7 antagonist	MEKK2 WT-MEK5	OXTR ag	M18AAP inhibitor
Entry for CC(C)(C)c1nnc(NC(=O)C2CCN(c3ncccn3)CC2)s1 = 1	-3	-2	-0.1	-6	-11	98	0.6	-11
Entry for COc1ccccc1NC(=O)C(NC(=O)c1ccc(C)cc1)c1ccccc1 (stereo unspecified) = -1	-9	-11	-0.2	/	-4	93	-1.4	-1

Further results
SMILES	MEKK2mut PB1 HTS	GalR3 antag	OXTR potentiator	V1R ag counter	NALP1 inh	GPR7 antagonist	MEKK2 WT-MEK5	OXTR ag	M18AAP inhibitor
CN(C)/C=C1/C(=O)Nc2ccccc21	-7	-3	-14	0.4	9	-16	70	0.9	7
CCC(=O)N1N=C(c2ccc(NS(C)(=O)=O)cc2)CC1c1ccc(C)cc1 (stereo unspecified)	8	-3	-2	-0.9	0	-4	100	-1.6	7
COc1cc(CN2CCN(Cc3ccc(C)cc3)C(CCO)C2)cc(OC)c1O (stereo unspecified)	1	-3	-15	0.6	-2	6	100	0.9	10
C(=C\c1ccncc1)/c1ccncc1	1	10	0	4.0	0	-14	94	0.9	-3
Cc1cccn2c(=O)c3cc(C(=O)NCC4CCCO4)c(=N)n(Cc4cccnc4)c3nc12 (stereo unspecified)	7	0	-2	-0.4	3	5	105	-0.7	-5
CCOC(=O)CNC(=O)CSc1nc(-c2cccc(C)c2)ns1	10	-5	-10	0.9	2	-5	100	0.0	14
CCOC(=O)N1CCN(CCC(=O)Nc2ccc(C)c(Br)c2)CC1	8	-2	-11	0.8	17	-13	107	3.6	-3
CC1CCCCN1CCNC(=O)c1cc2c(-c3ccccc3F)nn(C)c2s1 (stereo unspecified)	24*	-1	3	1.4	13	-17	128	1.1	0
COc1ccc(/C=C/C(=O)NCCC(=O)N2CCCN(C)CC2)cc1	-11	-4	-8	0.0	0	-9	85	0.9	-1
Cc1cccc(NC(=S)N2CCC(NC(=O)c3ccco3)CC2)c1	4	-4	-2	3.0	-9	2	101	0.2	-5
Cc1ccc(C(=O)NCC(=O)OC(C)C(=O)NC2CCCc3ccccc32)cc1 (stereo unspecified)	/	-3	-6	-0.6	/	/	/	-1.8	/
O=C(CCS(=O)(=O)c1ccc(Br)cc1)N1CCN(c2ccccc2)CC1	5	-1	-9	2.5	11	1	103	1.6	-8

Entries listed above printed as active in MEKK2mut PB1 HTS.
smiles | MEKK2mut PB1 HTS | GalR3 antag | NALP1 inh | GPR7 antagonist | MEKK2 WT-MEK5 | M18AAP inhibitor
CC1CCCCN1CCNC(=O)c1cc2c(-c3ccccc3F)nn(C)c2s1 (stereo unspecified) | 24* | -1 | 13 | -17 | 128 | 0

Going on with the list.
SMILES	MEKK2mut PB1 HTS	GalR3 antag	OXTR potentiator	V1R ag counter	NALP1 inh	GPR7 antagonist	MEKK2 WT-MEK5	OXTR ag	M18AAP inhibitor
Cc1ccc(NC(=O)c2ccc3nc(N4CCOCC4)sc3c2)c(Cl)c1	-6	0	-6	2.5	2	12	89	-0.1	29*
Cc1ccc(-n2nc3c(c2NC(=O)c2ccc4c(c2)OCO4)CSC3)cc1	-1	-3	1	0.8	12	-2	95	0.1	3
COc1ccccc1NC(=S)NNC(=O)c1ccccc1	-5	-2	0	1.2	/	-11	83	0.1	-6
COc1ccc(NS(=O)(=O)c2ccc(NC(=S)NC(=O)/C=C/c3ccccc3)cc2)nn1	0	-12	-7	3.8	16	-6	101	2.5	-3
FC(F)(F)c1cnc(/C=C/Nc2ccccc2Cl)c(Cl)c1	-8	-4	2	1.3	4	-6	85	0.5	-14
CCn1c(-c2cc(C3CC3)nc3ccccc23)n[nH]c1=S	-2	-3	10	-0.4	13	2	112	-1.2	22
CCCCOc1ccc(C2(C)NC(=O)NC2=O)cc1 (stereo unspecified)	1	-8	-11	1.6	1	-9	101	1.3	1
O=C(Nc1ccccn1)c1cccs1	8	0	-6	0.3	24	-14	123	-0.3	3
C=CCNS(=O)(=O)c1ccc(OCC(=O)OCC)cc1	-4	-9	-1	2.3	/	-4	87	-0.5	11
CCCn1c2ccccc2c2cnn(CC(=O)NCCCN3C(C)CCCC3C)c(=O)c21 (stereo unspecified)	9	-1	-4	0.0	-2	3	121	-0.2	6
C[C@]12c3[nH]c4ccccc4c3CCN1C(=O)C(CC(=O)NCCN1CCOCC1)C[C@@H]2C(=O)N1CCCCC1 (stereo partly specified)	/	-2	5	1.4	/	/	/	1.3	/
CSc1nsc(SC)c1C(=O)N1CCN(S(=O)(=O)c2ccc(C)cc2)C1C(C)C (stereo unspecified)	1	-6	-13	0.0	17	27*	97	-2.5	15
CCOC(=O)c1cc(-c2ccccc2)nc2c1c(C)nn2-c1ccccn1	1	-6	-15	-0.8	11	46*	104	-3.0	-5
O=C(CSCC(=O)NC1CC1)Nc1ccccc1	2	-5	-4	0.6	-27	-9	96	0.4	-2
Cc1ccc(S(=O)(=O)Nc2cccc(C(=O)NCCCN3CCCC3=O)c2)cc1F	/	-1	-2	0.6	/	/	/	0.3	/
C=C1CCN([C@H](C(=O)O)C(C)C)S(=O)(=O)c2ccccc21	2	-2	-6	0.4	/	/	106	0.2	/
Cc1ccc2[nH]c(=O)c(CN(C)C(=O)c3cccs3)cc2c1	-11	-2	-4	-0.2	-1	-1	89	0.0	2
N#CC(C#N)=NNc1ccc(S(=O)(=O)N2CCCCC2)cc1	0	-3	-7	10	19	-8	100	8.2	0
O=C(c1ccc(Cl)cc1)C1CCN(C(=O)NC2CCCCC2)CC1	1	-3	-10	5.9	41	4	100	8.2	6
Cc1ccc(NCc2nc(SCC(=O)Nc3ccccc3)n[nH]2)cc1	4	-9	-6	0.1	18	-10	111	-0.2	5
CC1CCC2C(=O)N(c3cccc(OS(=O)(=O)c4ccccc4)c3)C(=O)C2C1 (stereo unspecified)	47	2	-7	2.7	28	0	113	2.1	1
Cn1c(=O)c2c(-c3ccc(C(C)(C)C)cc3)n(N3CCOCC3)cc2n(C)c1=O	5	1	-3	0.9	19	3	102	-1.2	2
Cc1cc(O)c(C(=O)/C=C/c2ccccc2Br)c(=O)o1	2	-10	-2	-0.5	4	4	104	-1.4	9
CCn1cc(C(=O)O)c(=O)c2cc(F)c(N/N=C/c3ccccc3[N+](=O)[O-])cc21	18	-3	-2	-0.9	24	11	100	1.1	-9

Another view of 6 compounds above:
Below each compound – MEKK2mut PB1 HTS, GalR3 antag, OXTR potentiator, V1R ag counter, NALP1 inh, GPR7 antagonist, MEKK2 WT-MEK5, OXTR ag, M18AAP inhibitor
O=C(c1ccc(Cl)cc1)C1CCN(C(=O)NC2CCCCC2)CC1
  1, -3, -10, 5.9, 41, 4, 100, 8.2, 6
Cc1ccc(NCc2nc(SCC(=O)Nc3ccccc3)n[nH]2)cc1
  4, -9, -6, 0.1, 18, -10, 111, -0.2, 5
CC1CCC2C(=O)N(c3cccc(OS(=O)(=O)c4ccccc4)c3)C(=O)C2C1 (stereo unspecified)
  47, 2, -7, 2.7, 28, 0, 113, 2.1, 1
Cn1c(=O)c2c(-c3ccc(C(C)(C)C)cc3)n(N3CCOCC3)cc2n(C)c1=O
  5, 1, -3, 0.9, 19, 3, 102, -1.2, 2
Cc1cc(O)c(C(=O)/C=C/c2ccccc2Br)c(=O)o1
  2, -10, -2, -0.5, 4, 4, 104, -1.4, 9
CCn1cc(C(=O)O)c(=O)c2cc(F)c(N/N=C/c3ccccc3[N+](=O)[O-])cc21
  18, -3, -2, -0.9, 24, 11, 100, 1.1, -9

Assay outcomes as filed in PubChem.
